Source: PubChem (several laboratories)
FadD28 FP inh: inhibitors of FadD28 bisubstrate probe binding, primary screen, biochemical, fluorescence polarization, single point | inhibition, % at 12.5 µM | 360,000 compounds, 0.22% hits | AID 588549, 2011; in the data active = inhibition above about 8.5%, passing the limit was not always enough; inconclusive = no clear call, values can overlap the other calls
UGM FP inh: M. tuberculosis UGM enzyme inhibitors, primary screen, biochemical, fluorescence polarization, single point; inhibition, % at 10 µM; UDP-galactopyranose mutase (Mycobacterium tuberculosis (strain ATCC 25618 / H37Rv)), …; 320,000 compounds, 0.06% hits; AID 504406, 2011; purified UGM, fluorescence polarization probe displacement; in the data active = inhibition above about 10%, passing the limit was not always enough; inconclusive = no clear call, values can overlap the other calls
Target sequence (P9WIQ1 whole entry, looked up): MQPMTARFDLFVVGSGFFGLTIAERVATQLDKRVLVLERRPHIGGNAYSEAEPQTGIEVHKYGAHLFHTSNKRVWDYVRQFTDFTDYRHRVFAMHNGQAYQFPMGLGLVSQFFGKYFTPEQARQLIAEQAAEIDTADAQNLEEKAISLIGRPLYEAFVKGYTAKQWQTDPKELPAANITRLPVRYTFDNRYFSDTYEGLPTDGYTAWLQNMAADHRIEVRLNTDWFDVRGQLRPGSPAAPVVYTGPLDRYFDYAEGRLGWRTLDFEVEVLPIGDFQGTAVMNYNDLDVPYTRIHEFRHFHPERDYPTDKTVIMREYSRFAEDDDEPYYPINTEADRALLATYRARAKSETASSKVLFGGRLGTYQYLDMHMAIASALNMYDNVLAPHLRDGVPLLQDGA
Mtb BioA inh: M. tuberculosis BioA enzyme inhibitors, primary screen, biochemical, plate reader, single point, HTS; inhibition, % at 9.99 µM; 360,000 compounds, 0.096% hits; purified M. tuberculosis BioA enzyme; in the data active = inhibition above about 40%; inconclusive = no clear call, values can overlap the other calls
FBA Mtb inh: Mtb FBA enzyme inhibitors, primary screen, biochemical, fluorescence, strain H37Rv; purified M. tuberculosis FBA, fluorescence read-out; Fructose-bisphosphate aldolase (Mycobacterium tuberculosis (strain ATCC 25618 / H37Rv)), …; inhibition, % at 1 µM; 360,000 compounds, 2.3% hits; in the data active = inhibition above about 27%;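 note: 0% = vehicle and 100% = reference inhibitor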
Target sequence (P9WQA3 whole entry, looked up): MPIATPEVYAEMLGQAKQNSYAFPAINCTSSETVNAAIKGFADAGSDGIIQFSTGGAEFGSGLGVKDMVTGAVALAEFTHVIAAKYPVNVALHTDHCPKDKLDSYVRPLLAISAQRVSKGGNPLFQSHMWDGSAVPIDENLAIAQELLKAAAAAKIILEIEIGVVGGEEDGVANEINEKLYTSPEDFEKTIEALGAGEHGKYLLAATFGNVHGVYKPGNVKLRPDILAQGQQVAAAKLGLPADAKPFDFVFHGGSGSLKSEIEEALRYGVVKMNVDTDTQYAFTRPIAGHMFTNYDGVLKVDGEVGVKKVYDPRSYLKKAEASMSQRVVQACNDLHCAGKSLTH
BoNT A protease: BoNT/A light chain protease inhibitors, primary screen, biochemical, flow cytometry, MLPCN library; Botulinum neurotoxin type A light chain protease (Clostridium botulinum A str. ATCC 3502); inhibition, % at 10 µM; multiplex microsphere protease substrate cleavage; 360,000 compounds, 0.17% hits; note: plate controls were buffer without enzyme for full effect and enzyme alone for no effect
BoNT F protease: BoNT/F light chain protease inhibitors, primary screen, biochemical, flow cytometry, MLPCN library. Botulinum neurotoxin type F light chain protease (Clostridium botulinum). Multiplex microsphere protease cleavage assay. inhibition, % at 10 µM. 360,000 compounds, 0.22% hits; in the data active = inhibition above about 35%, passing the limit was not always enough; inconclusive = no clear call, values can overlap the other calls; note: plate controls were buffer without enzyme for full effect and enzyme alone for no effect
Anthrax LF prot: Bacillus anthracis LF protease inhibitors, primary screen, biochemical, multiplex microsphere, MLPCN library; Lethal factor (Bacillus anthracis), P15917; multiplex microsphere protease cleavage assay; 360,000 compounds, 0.12% hits; AID 588501, 2011; inhibition, % at 10 µM; note: plate controls were buffer without enzyme for full effect and enzyme alone for no effect
GDH-TPI inh: GDH-TPI coupling enzyme inhibitors, primary screen, artefact control for M. tuberculosis FBA inhibitor project, biochemical, absorbance, full deck; GDH-TPI coupled enzyme counterscreen, NADH absorbance; inhibition, % at 4.8 µM; 360,000 compounds, 1.2% hits; in the data active = inhibition above about 30%;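 note: 0% = DMSO wells and 100% = wells lacking the enzyme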
PfHsp40 yeast: rescue of yeast from PfHsp40 toxicity, primary screen, S. cerevisiae, ATP luminescence. S. cerevisiae expressing PfHsp40, growth rescue. growth rescue, % at 12.5 µM. 340,000 compounds, 0.68% hits; in the data active = growth rescue above about 28%, passing the limit was not always enough; inconclusive = no clear call, values can overlap the other calls;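 note: yeast W303a lacking pdr1 and pdr3 grown in galactose medium; growth measured after three days at 30 °C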
Active calls of the source: *; ? = inconclusive; nt = not tested or not shown. Cut-off read from the data, not from the text of the source, unless noted: active = inhibition above about 30%; inconclusive = no clear call, values can overlap the other calls; inactive = below that.

SMILES	FadD28 FP inh	UGM FP inh	Mtb BioA inh	FBA Mtb inh	BoNT A protease	BoNT F protease	Anthrax LF prot	GDH-TPI inh	PfHsp40 yeast
CC(=O)CCC(=O)OCC(=O)Nc1ccc(SC(F)F)cc1	0.2	2.9	nt	1	-0.7	-1	2	3	0.1
CC1=CC(=C(C#N)c2nc3ccccc3s2)C=C(C)N1c1ccc(F)cc1F	-1.2	nt	nt	4	48*	20	26	9	-2.6
Cc1cccc2sc(NC(=O)[C@@H]3CCCN3C(=O)c3cccs3)nc12	-5.3	6.3	nt	4	0.1	-3	0	-1	-0.4
CC(C)(C)c1cc(C(=O)N/N=C/c2ccc(F)cc2)n(-c2ccccc2)n1	-6.0	-1.5	0.0	-1	-0.2	-6	0	7	1.6
N#Cc1ccccc1OCC(=O)OCC(=O)N1CCN(C(=O)c2ccco2)CC1	-0.9	-1.9	nt	74*	-1.0	-4	-6	14	-1.1
N#CCCN(C(=S)NC(=O)c1cccs1)c1ccccc1F	1.0	nt	-2.1	5	1.3	10	6	-1	-1.2
CC1=C(C(=O)N2CCOCC2)CC(CC(=O)NC(c2ccccc2)c2ccccc2)C(=O)N1Cc1ccc(F)cc1 (configuration not stated)	-4.3	nt	-2.7	-4	-0.1	3	2	1	nt
CCOC(=O)c1nn(-c2ccccc2)c(=O)cc1OCC(=O)Nc1ccccc1OCC	-2.2	-1.1	-0.8	-2	-0.7	-4	-2	11	1.6
Cn1c(=O)n(C)c2cc(NS(=O)(=O)c3ccc4c(c3)CCCC4)ccc21	-2.8	1.4	nt	4	-1.4	-13	-1	8	1.0
CC1CCCN(CCCNS(=O)(=O)c2ccc3c(c2)CCN3C(=O)C2CC2)C1 (configuration not stated)	0.0	-0.1	-0.7	-1	0.3	-7	0	-6	-1.2
CCc1nnc(SCC(=O)Nc2ccccc2)n1CC1CCCO1 (configuration not stated)	-9.3	-0.1	-1.8	2	-2.9	0	0	-1	-0.1
CCN(C[C@H]1N[C@@](CC)(C(=O)OC)[C@H]2C(=O)N(C)C(=O)[C@@H]12)S(=O)(=O)c1ccc(-c2ccccc2)cc1	-2.6	0.3	-0.5	3	-0.3	-1	2	4	-1.1
CC1=C(C(=O)Nc2ccccc2C(=O)NCCCN2CCN(C)CC2)SCCO1	-1.4	0.3	0.8	3	0.7	10	0	6	-0.5
COc1cc(C(=O)NC(=S)NNC(=O)[C@H]2C[C@@H]2c2ccccc2)cc(OC)c1OC	-1.0	0.1	-1.9	4	0.3	?	-6	24	-0.2
Cc1ccc(-n2c(=O)c3c4c(sc3n(Cc3cc(=O)n5ccccc5n3)c2=O)CCC4)cc1C	-0.9	-2.1	nt	3	0.2	1	0	3	0.5
COc1ccc(Cl)cc1NC(=O)CCN1C(=O)C2C3C=CC(C4CC34)C2C1=O (configuration not stated)	-1.6	-0.9	0.3	-2	0.7	-6	-2	-4	0.3
CCc1cc(N2CCOCC2)cc2c1[nH]c1ccccc12	-1.9	2.0	0.4	96*	7.8	8	-10	-2	0.2
CC1=CN2C(=N)/C(=C/c3ccc(Sc4ccc(Cl)cc4)o3)C(=O)N=C2S1	-2.6	1.4	nt	-6	7.1	-2	3	9	-0.5
O=c1c2ccccc2[nH]c(=S)n1-c1ccc2c(c1)OCO2	-2.1	-3.1	-0.1	1	0.7	7	-10	6	-0.8
CSc1nc(-c2ccco2)nn1C(=O)CCc1ccccc1	-1.3	-0.1	-2.6	-5	1.3	-1	-1	-4	-0.4
NC(=S)N/N=C/c1coc2cc(Br)ccc2c1=O	-3.2	3.0	nt	1	0.1	1	-9	1	-0.3
CCNc1ccc(Br)cc(C(=O)/C=C/c2ccc(Cl)cc2Cl)c1=O	0.0	0.9	1.9	-1	?	28	43*	25	0.6
CCOC(=O)c1c(CC(C)C)csc1NC=O	-3.5	0.3	0.4	-3	0.4	7	-1	-9	-1.9
CN(C)C(=O)c1ccc(NC(=O)COC(=O)CCN=C2NS(=O)(=O)c3ccccc32)cc1	-2.4	nt	-0.5	4	-1.4	-10	-5	-1	-0.2
CC(NC(=O)C1C(=O)N(CCO)C2(C)CC1c1ccccc1O2)c1ccccc1 (configuration not stated)	-2.4	-0.3	-0.5	2	-0.4	2	0	-7	0.6
More entries:
SMILES	FadD28 FP inh	UGM FP inh	Mtb BioA inh	FBA Mtb inh	BoNT A protease	BoNT F protease	Anthrax LF prot	GDH-TPI inh	PfHsp40 yeast
CCN1C=C(Cc2ccccc2C)C2=C(C1)C(c1ccccc1C)C(C#N)=C(N)O2 (configuration not stated)	-0.8	3.5	1.2	3	1.1	4	3	11	0.3
O=C(CSc1ccc2nnc(-c3ccc(Cl)cc3)n2n1)N1CCCc2ccccc21	0.6	2.8	nt	-1	-0.6	-4	-1	-6	-0.9
CC(C)CCNC(=O)NC(=O)CSc1nnc(-c2ccccc2F)n1N	-2.5	-1.6	nt	1	-0.6	6	3	-9	-0.3
Nn1c(=O)c2ccccc2n2c(SCc3ccccc3)nnc12	1.0	1.5	0.2	7	-0.5	-1	1	9	-0.8
CS(=O)(=O)c1ccc([C@@H](O)[C@@H](CF)NC(=O)C(Cl)Cl)cc1	-2.1	-0.5	-0.6	3	-0.9	-2	0	14	-0.1
CC(OC(=O)c1ccccc1C(=O)N(C)Cc1ccccc1)C(=O)NC1(C#N)CCCCC1 (configuration not stated)	-3.0	nt	-0.2	-2	0.6	-4	4	1	0.8
O=C(c1ccccc1F)N1CCN(Cc2nc3sc4c(c3c(=O)[nH]2)CCCC4)CC1	-3.2	-0.9	0.0	-3	1.0	-8	-10	-1	-1.0
CCOC1=C2CN(S(=O)(=O)c3ccc(C)cc3)CC[C@@H]2N(S(=O)(=O)c2ccc(C)cc2)[C@H](c2ccccc2)C1	-0.8	nt	-1.9	0	0.9	4	-7	nt	nt
CCSc1nnc2c(Cl)cc(Cl)cn12	0.9	-2.4	1.3	4	-1.8	-38	-2	-6	-1.0
Cc1nc2c(OCC(=O)C(C)(C)C)cccn2c1N(C)Cc1cccs1	-0.4	nt	0.2	2	0.1	5	-4	8	nt
C[C@H](NC(=O)C1CC(=O)N(c2ccc3c(c2)OCO3)C1)C(=O)NC1CCCC1 (some centres not stated)	-3.9	5.3	0.2	-1	-0.5	0	-1	2	1.1
CCOC(=O)C1=NN(c2ccc(Cl)cc2)C(c2ccccc2)CC1=O (configuration not stated)	-4.6	2.8	1.0	-2	4.7	13	4	7	0.4
CN(Cc1ccccc1)C(=O)CNC(=O)C12CC3CC(CC(C3)C1)C2	-1.8	-2.1	0.5	2	-0.6	4	-5	11	-1.8
O=C(CN1C(=O)NC2(CCCCCC2)C1=O)N1CCCCC1	-1.9	1.0	-0.9	-2	-0.7	-7	2	-3	0.1
Cc1sc2nc(CN3CCOCC3)nc(NCCc3ccccc3)c2c1C	-0.3	2.7	5.8	3	1.0	12	-2	7	1.0
COC(=O)CCSc1cc(NCCOC(C)=O)c([N+](=O)[O-])c2nonc12	0.1	-4.6	nt	-2	-0.7	-3	1	13	-0.4
O=C(CN1C(=O)CCS(=O)(=O)c2ccccc21)Nc1ccc2c(c1)OCCO2	-1.8	nt	-0.9	1	0.0	-1	-1	-1	0.5
COc1ccc(N(C(=O)c2cnccn2)C(C(=O)NC2CCCCC2)c2ccc(O)cc2)cc1 (configuration not stated)	-3.6	-1.7	nt	-7	0.8	2	0	-7	-1.4
CN1C(=O)/C(=C/C=C/c2ccco2)C(=O)NC1=S	5.5	3.4	nt	-1	-0.4	-3	4	23	-0.2
Cc1ccc(NC(=O)C/C(N)=N/O)cc1Cl	-3.4	2.8	nt	0	-0.3	-8	-1	-1	5.4
CSc1nc(Sc2ccc(Cl)cc2)c2ccccc2n1	-1.1	-1.3	0.8	-2	0.2	-6	-7	9	-0.8
COc1cccc(NC(=O)CN(C)C(=O)Cn2c(=O)oc3ccccc32)c1	-2.4	5.8	8.0	2	-8.0	-5	0	9	0.0
COC(=O)c1ccccc1NC(=O)C1CCN(C(=O)Cc2ccccc2)CC1	0.3	1.2	6.5	4	0.0	16	5	4	1.9
